# Screening data deposited in PubChem BioAssay by Sanford-Burnham Center for Chemical Genomics.
# Jurkat NFkB inh – inhibitors of induced NF-kB luciferase reporter, primary screen, TCR NF-kB activation inhibitor project, cell-based, luminescence, uHTS; 330,000 compounds, 0.53% hits; inhibition, % at 4 µM; AID 435003, 2010; Jurkat, PMA/ionomycin-induced NF-kB luciferase reporter; in the data active = inhibition above about 50%
# tim23-1 inh – growth inhibitors of tim23-1 mutant yeast, primary screen, luminescence, uHTS. S. cerevisiae tim23-1 growth, BacTiter-Glo luminescence, 24 h. AID 463212, 2010. 330,000 compounds, 1.3% hits. inhibition, % at 20 µM;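 active = growth inhibition of the mutant yeast at or above 50%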;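 also: temperature-sensitive mutant grown at 25 °C; plate controls were DMSO-treated mutant yeast for no effect and medium wells lacking yeast for full effect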
# APJ antag – antagonists of human apelin receptor APJ, primary screen, CHO-K1 cells, beta-arrestin complementation, luminescence | P35414 | inhibition, % at 20 µM | 330,000 compounds, 0.32% hits | AID 2521, 2010;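 active = inhibition above about 40% at 20 µM, limit read from the data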;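 also: cells challenged with 10 nM apelin-13 agonist together with compound; plate controls were apelin-13 plus DMSO wells for no effect and DMSO wells lacking apelin-13 for full effect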
# CHOP UPR activ – activators of apoptotic CHOP UPR arm, primary screen, cell-based, CHO-CHOP luciferase reporter, luminescence, uHTS. UPR activation; percent of tunicamycin response over DMSO baseline. activation, % at 10 µM. AID 449763, 2010. 330,000 compounds, 0.34% hits;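 active = at 10 µM dose, activation of 40% or more, normalized to positive control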;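 also: 100% = tunicamycin at 10 µg/mL and 0% = DMSO alone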
#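 measured by = luciferase luminescence | assay system = CHO-CHOP cells, stable luciferase reporter of PERK-eIF2a-CHOP signalling | amount = 500 reporter cells seeded per well | timing = 6 h compound exposure at 37 °C after overnight seeding | controls = positive tunicamycin 10 µg/mL, negative DMSO alone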
# 697 NFkB inh – inhibitors of PMA/ionomycin-induced NF-kB reporter, 697 cells, primary screen, B-cell NF-kB inhibitor project, cell-based, luminescence, uHTS. inhibition, % at 4 µM. 697 B-cell NF-kB luciferase reporter, 16 h. 330,000 compounds, 0.33% hits. AID 435022, 2010; in the data active = inhibition above about 35%
# XBP1 UPR activ – activators of adaptive XBP1 UPR arm, primary screen, cell-based, CHO-XBP1 luciferase reporter, luminescence, uHTS | IRE1-XBP1 UPR activation; percent of tunicamycin response, DMSO as zero | activation, % at 20 µM | 330,000 compounds, 0.33% hits | AID 463104, 2010;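 active = versus positive control, 20 µM dose yields 30% or more activation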;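 also: 100% = tunicamycin at 10 µg/mL and 0% = DMSO only wells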
#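 Assay system: CHO-XBP1 luciferase reporter cells; Schedule: 6 h treatment, 37 °C; Detection: glow luminescence from Steady-Glo reagent; Benchmarks: high control tunicamycin 10 µg/mL final, low control DMSO vehicle only.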
# Mdm2 MdmX PPI – inhibitors of human Mdm2-MdmX association, primary screen, cell-based, luminescence, split luciferase, SaOS-2, uHTS | SaOS-2 split-luciferase Mdm2/MdmX complementation | inhibition, % at 8 µM | 330,000 compounds, 3% hits | AID 485346, 2010;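 active = inhibition of at least 50% at 8 µM in the primary screen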
# Target sequence (O15151 whole entry, looked up): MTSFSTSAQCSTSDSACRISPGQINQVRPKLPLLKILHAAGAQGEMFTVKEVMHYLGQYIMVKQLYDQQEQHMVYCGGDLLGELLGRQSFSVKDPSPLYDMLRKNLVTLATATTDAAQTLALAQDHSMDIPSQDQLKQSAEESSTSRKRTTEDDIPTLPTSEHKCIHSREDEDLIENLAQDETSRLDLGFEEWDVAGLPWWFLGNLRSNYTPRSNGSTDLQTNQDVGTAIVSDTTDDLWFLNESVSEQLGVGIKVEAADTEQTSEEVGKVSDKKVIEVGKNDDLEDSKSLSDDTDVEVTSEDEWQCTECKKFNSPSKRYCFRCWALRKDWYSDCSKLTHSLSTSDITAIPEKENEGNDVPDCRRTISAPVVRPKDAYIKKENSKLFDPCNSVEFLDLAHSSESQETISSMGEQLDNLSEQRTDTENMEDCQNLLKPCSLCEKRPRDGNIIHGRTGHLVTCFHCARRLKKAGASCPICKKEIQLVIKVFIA
# Target sequence (Q00987 whole entry, looked up): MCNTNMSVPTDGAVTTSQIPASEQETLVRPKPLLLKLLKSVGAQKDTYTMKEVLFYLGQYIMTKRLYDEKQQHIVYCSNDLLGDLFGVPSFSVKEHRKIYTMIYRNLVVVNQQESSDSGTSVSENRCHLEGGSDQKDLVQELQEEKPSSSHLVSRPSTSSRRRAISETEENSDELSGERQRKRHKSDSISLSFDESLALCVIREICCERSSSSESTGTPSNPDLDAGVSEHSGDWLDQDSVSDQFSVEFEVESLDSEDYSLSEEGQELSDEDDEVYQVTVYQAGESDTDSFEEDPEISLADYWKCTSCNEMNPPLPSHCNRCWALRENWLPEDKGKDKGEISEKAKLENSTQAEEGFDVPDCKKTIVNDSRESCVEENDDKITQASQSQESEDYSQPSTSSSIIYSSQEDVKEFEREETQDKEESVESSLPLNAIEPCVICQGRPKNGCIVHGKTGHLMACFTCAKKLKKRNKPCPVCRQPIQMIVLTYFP
# APJ agonist – agonists of human apelin receptor APJ, primary screen, CHO-K1 cells, PathHunter beta-arrestin, luminescence; 0% DMSO wells, 100% apelin; activation, % at 20 µM; 330,000 compounds, 0.11% hits;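 active = activation more than six SD over the plate average, tested at 20 µM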;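 also: 0% = DMSO alone and 100% = apelin-13 at 10 nM; some results filed as inactive read as strong as hits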
#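 Incubation: overnight seeding, 90 min compound at 25 °C, 1 h detection; test system: PathHunter CHO-K1 APJ (AGTRL-1) beta-arrestin reporter cells; amount: 1000 cells/well; doses: one dose, 20 µM compound, 1% DMSO; measured by: beta-gal luminescence; measure: agonist-driven arrestin binding to APJ; benchmarks: negative DMSO alone, positive Apelin-13 at 10 nM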
# * = called active by the depositor.
SMILES,Jurkat NFkB inh,tim23-1 inh,APJ antag,CHOP UPR activ,697 NFkB inh,XBP1 UPR activ,Mdm2 MdmX PPI,APJ agonist
CC(C)(C)C(=O)CN1C(=O)NC2(CCCc3ccccc32)C1=O (centres undefined),-19,13,1,1.3,-10,1,-22,-2
O=C(CNC(=O)c1ccc2c(c1)OCO2)N/N=C/c1cccc([N+](=O)[O-])c1,-1,5,13,0.7,-3,2,-16,-3
CN(C)c1ccc(CNC(=O)CN(C)S(=O)(=O)c2ccc3c(c2)c(=O)n(C)c(=O)n3C)cc1,-9,4,11,0.0,-33,-2,12,-6
Cc1sc2nc(CSc3ccc([N+](=O)[O-])c(C(F)(F)F)c3)[nH]c(=O)c2c1C,12,-5,-2,-0.5,9,-2,17,-2
O=C(Nc1ccc2oc(-c3cccc(F)c3)nc2c1)c1ccccc1F,-44,31,9,6.8,-76,10,17,-6
OC(COc1ccccc1)CN1CCN(C(c2ccccc2)c2ccccc2)CC1 (centres undefined),-3,24,-1,-1.1,4,-5,20,0
O=c1c2ccccc2c(-c2ccccc2)nn1Cc1c(Cl)cccc1Cl,8,10,6,1.7,14,3,20,-7
COC(C/C=C\[C@@H](O)[C@@H](C)OCc1ccccc1)OC,0,19,0,-1.6,14,1,35,-2
CCCCCCc1nc(C(N)=O)c2[nH]c(=O)n(-c3ccc(OC)cc3OC)c2n1,-1,20,6,1.1,7,-3,8,-2
COc1ccccc1NC(=O)c1coc(=O)c(Br)c1,-3,-1,1,13,-121,-3,9,-4
S=c1nc(C23CC4CC(CC(C4)C2)C3)nc2sccn12,1,-4,7,0.2,-8,8,0,-4
Clc1nc(NCc2ccco2)nc(N2CCCCC2)n1,7,-10,-29,0.6,-3,-4,18,-2
Cc1ccc(C)c(OCc2cc(C(=O)N3CCNC(=O)C3)no2)c1,3,7,15,-0.2,14,-2,-7,-3
CCn1nnc2cc(C(=O)NCCc3ccccc3F)ccc21,-80,5,-8,-3.7,-85,-11,-8,0
Cc1cccc(C)c1NC1=NC(=S)N(c2ccc(C(=O)O)cc2)C12CCCCC2,-11,8,18,1.2,2,-4,0,-1
Cc1ccc(CNS(=O)(=O)c2ccc(Br)s2)cc1,-3,43,1,-1.1,-2,-9,10,2
N=c1scc(-c2ccccc2)n1/N=C/c1ccco1,-10,15,-9,2.4,-4,-2,-56,2
CN(C)C1NC(=O)c2cc(-c3ccccc3)sc2N1 (centres undefined),-11,36,0,2.6,-7,6,-4,2
Cn1c(=O)cc(OCC(=O)N2CCC(N3CCCCC3)CC2)c2ccccc21,-17,13,18,1.3,28,3,28,-1
CCOC(=O)Nc1ccc(S(=O)(=O)Nc2nc(C)cc(C)n2)cc1,14,-12,-6,0.9,27,-2,-4,-2
COC(=O)c1ccc(OCC(O)CN2CCN(CC(O)COc3ccc(C(=O)OC)cc3)CC2)cc1 (centres undefined),10,-4,-2,-3.3,-3,-1,21,-3
O=C(Nc1cccnc1Cl)c1cc(-c2ccc(O)cc2)on1,-23,-11,-11,5.5,-9,6,-19,-3
COc1cc2c(cc1O)C(Cc1ccc(O)cc1)[N+](C)([O-])CC2 (centres undefined),8,-4,-1,-0.7,17,3,8,4
CC(C(=O)Nc1ccc(N2CCOCC2)cc1)N1C(=O)NC(C)(C)C1=O (centres undefined),4,-9,18,0.9,3,-1,3,-3
CC1(C)C(=S)N(Cc2ccccc2)c2ccccc21,12,15,4,0.9,-7,-2,17,-3

# More entries follow.
SMILES,Jurkat NFkB inh,tim23-1 inh,APJ antag,CHOP UPR activ,697 NFkB inh,XBP1 UPR activ,Mdm2 MdmX PPI,APJ agonist
O=C(N/N=C/C1CC=CCC1)c1cc(Br)ccc1O (centres undefined),-15,3,-3,0.2,-20,-1,-11,-1
C=C(C)C(=O)N1CC2(CC(c3cccc(NC(=O)CC)c3)=NO2)C[C@H]1C(N)=O (some centres undefined),1,-3,-20,-2.0,6,-1,6,-3
O=S(=O)(c1ccccc1F)N1CCN(c2nc(-c3cccnc3)nc3ccccc23)CC1,4,45,-6,3.6,8,2,-9,3
Nc1c(C(=O)NCc2ccc3c(c2)OCO3)nnn1-c1ccc(OC(F)(F)F)cc1,14,19,2,1.6,6,-2,3,-1
CCOC(=O)[C@@H]1[C@H]2COc3ccccc3[C@@H]2N2C(=O)N(c3ccc(Cl)cc3)C(=O)[C@]12C,14,32,-2,1.5,8,-1,8,-2
COc1ccccc1C(O)(c1ccccc1)C(CN1CCOCC1)c1ccccc1 (centres undefined),0,7,3,-0.8,1,2,20,-4
CS(=O)(=O)n1nc(OC(=O)c2cccc3ccccc23)cc1N,-11,45,-16,3.8,-18,-3,35,5
COc1cccc(Oc2ncnc(N)c2[N+](=O)[O-])c1,-12,23,5,-1.2,-10,-8,-20,0
COc1cc(/C=C2/C(=N)N3C=CSC3=NC2=O)ccc1OCCCOc1cc(C)ccc1C,-14,4,14,-0.7,3,85*,4,-4
CC(C)CN(C(=O)COC(=O)c1cc2c(s1)CCC2)C1CCS(=O)(=O)C1 (centres undefined),0,-13,12,1.4,6,-2,29,-3
Cc1oc(-c2ccccc2)nc1C(=O)OCC(=O)NCc1ccc(Cl)cc1,-11,3,6,-0.5,4,-1,-13,-4
Cc1ccc(C(=O)Nc2ccccc2C(=O)NC(Cc2c[nH]c3ccccc23)C(=O)O)cc1 (centres undefined),-10,11,-12,1.9,-34,3,35,2
CCn1c(SCC(=O)c2cccs2)nnc1-c1ccco1,-6,15,13,5.5,-28,1,-12,-3
Cc1ccc(-c2nc(CN(C)C)cc(CN(C)C)c2O)cc1,-6,2,0,2.0,11,-1,-8,0
O=C(c1ccc(F)c(S(=O)(=O)N2CCOCC2)c1)N1CCN(c2ncccn2)CC1,0,18,-5,1.1,14,2,-2,-4
CCN(C(=O)COC(=O)c1ccc(SC)cc1OC)C1CCS(=O)(=O)C1 (centres undefined),18,1,-6,-2.6,16,-2,28,-1
Nc1ccc(C(=O)N/N=C/c2cn(Cc3cccc(F)c3)c3ccccc23)cc1,15,13,-2,-0.1,28,-2,10,10
Clc1ccc(OCCCN2CCCCC2)c(Br)c1,-38,-1,4,4.4,11,3,-19,-2
Cc1cc(C)c2cc(CN(CC3CCCO3)C(=S)NCc3ccco3)c(=O)[nH]c2c1 (centres undefined),9,16,17,-0.6,21,-3,-5,-2
COc1cc2c(cc1NC(=O)Cc1ccc(C)cc1)oc1ccccc12,-64,21,2,2.7,-29,-1,-92,-3
COc1cccc(C(c2sc3ncnn3c2O)N2CCc3ccccc3C2)c1 (centres undefined),-4,18,-7,3.4,14,-7,9,1
COC(=O)CN(C#N)c1nc(N(C)C)nc(N(C)C)n1,-4,10,-6,-0.5,15,1,12,-1
COc1ccc(C2CC(=O)c3c([nH]c(C(=O)OC(C)C)c3C)C2)cc1OC (centres undefined),8,21,-13,1.4,20,-2,20,3
CC(C)Nc1nc(-c2cccnc2)nc(-c2ccccc2)c1C#N,-4,38,16,1.4,2,0,-5,-3
CCOc1ccc(NS(=O)(=O)c2ccc(NS(C)(=O)=O)cc2)cc1,-8,6,4,-2.0,22,-6,0,-3

# 6 records drawn at random from the list so far, as already listed:
SMILES,Jurkat NFkB inh,tim23-1 inh,APJ antag,CHOP UPR activ,697 NFkB inh,XBP1 UPR activ,Mdm2 MdmX PPI,APJ agonist
O=C(Nc1ccc2oc(-c3cccc(F)c3)nc2c1)c1ccccc1F,-44,31,9,6.8,-76,10,17,-6
COc1cccc(C(c2sc3ncnn3c2O)N2CCc3ccccc3C2)c1 (centres undefined),-4,18,-7,3.4,14,-7,9,1
CCN(C(=O)COC(=O)c1ccc(SC)cc1OC)C1CCS(=O)(=O)C1 (centres undefined),18,1,-6,-2.6,16,-2,28,-1
CCOc1ccc(NS(=O)(=O)c2ccc(NS(C)(=O)=O)cc2)cc1,-8,6,4,-2.0,22,-6,0,-3
COc1cc2c(cc1NC(=O)Cc1ccc(C)cc1)oc1ccccc12,-64,21,2,2.7,-29,-1,-92,-3
O=C(N/N=C/C1CC=CCC1)c1cc(Br)ccc1O (centres undefined),-15,3,-3,0.2,-20,-1,-11,-1

# New compounds follow
SMILES,Jurkat NFkB inh,tim23-1 inh,APJ antag,CHOP UPR activ,697 NFkB inh,XBP1 UPR activ,Mdm2 MdmX PPI,APJ agonist
CCC(C)c1ccc(OCCn2ccnc2)cc1 (centres undefined),-31,6,2,2.3,-19,0,10,1
O=C(O)c1ccc(Oc2c(C(F)(F)F)oc3cc(O)ccc3c2=O)cc1,-5,10,-4,-0.4,15,4,14,-5
COc1ccc(NS(=O)(=O)c2ccc(O)c([N+](=O)[O-])c2)cc1S(=O)(=O)N1CCCCC1,3,13,25,0.4,0,-2,-14,-6
CC(=O)Nc1ccc(NC(=O)C(C)Oc2ccc(C)nc2[N+](=O)[O-])cc1 (centres undefined),0,17,-6,-0.2,21,-1,-7,-4
C=CC1C(N2CCOCC2)C(C)(C)S1(=O)=O (centres undefined),-5,0,-19,-0.8,-43,-5,16,-2
COc1ccc(-c2noc(-c3ccccc3-c3ccccc3)n2)cc1OC,0,13,17,-1.1,20,6,18,-1
COc1ccc(CCNc2nc(C)nc3c2nnn3Cc2ccccc2)cc1OC,6,16,11,-1.5,7,-5,21,2
CN(CC(=O)Nc1ccc(F)cc1)C(=O)COC(=O)CSc1ccc(F)cc1,5,8,-12,1.8,15,-1,-18,-4
CCCCCc1ccc(-c2ccc(/C=C/C(=O)O)cc2)nc1,-6,16,-14,1.7,-85,2,2,5
COCCNCCOCCOc1ccc(Cl)c(C)c1,11,-1,6,0.4,10,-9,-10,-4
C=CCNC(=O)c1ccccc1NC(=O)c1ccc(Cl)c(S(=O)(=O)Nc2cc(C)ccc2C)c1,5,9,-6,1.6,-20,9,11,-2
CC1CCc2nc(N)c(C#N)c(-c3cccn3C)c2C1 (centres undefined),-15,23,1,3.0,-13,2,15,-1
Cc1cc2nc(-c3cccnc3SCC(=O)NC3CC3)[nH]c2cc1C,-40,21,3,0.6,-29,3,-16,-2
CCOc1ccc(NC(=O)CSc2nnc(CNC(=O)c3ccco3)o2)cc1,8,1,5,-1.4,14,-1,-1,-2
COCCn1nnnc1C(c1cc2cc(OC)c(OC)cc2[nH]c1=O)N1CCN(c2ccc(O)cc2)CC1 (centres undefined),-8,6,-38,3.2,1,1,-9,3
CC(C)c1ccc(C2(C)NC(=O)N(C(C)C(=O)Nc3ccc(N4CCOCC4)cc3)C2=O)cc1 (centres undefined),-8,1,-1,-0.1,9,-2,15,-3
O=C(CCC1CCCN(C(=O)CCN2CCCCC2=O)C1)NCc1ccccc1F (centres undefined),0,7,5,3.5,-3,1,-12,-1
CCC(C(=O)NCCc1ccc(OC)c(OC)c1)n1nc(C)n2c(cc3occc32)c1=O (centres undefined),0,7,3,0.9,11,-5,13,-4

# Arranged by the number under Jurkat NFkB inh (largest number first): some entries from above
SMILES | Jurkat NFkB inh | APJ antag | 697 NFkB inh | XBP1 UPR activ | Mdm2 MdmX PPI
O=S(=O)(c1ccccc1F)N1CCN(c2nc(-c3cccnc3)nc3ccccc23)CC1 | 4 | -6 | 8 | 2 | -9
COCCn1nnnc1C(c1cc2cc(OC)c(OC)cc2[nH]c1=O)N1CCN(c2ccc(O)cc2)CC1 (centres undefined) | -8 | -38 | 1 | 1 | -9
CCn1nnc2cc(C(=O)NCCc3ccccc3F)ccc21 | -80 | -8 | -85 | -11 | -8
